OXTR potentiator – human OXTR potentiation; P30559; CHO-OTR cells, Fluo-8 calcium fluorescence, potentiator mode; 0% = oxytocin EC15, 100% = EC100; activation, % at 3 µM; actives 0.061% (n = 320,000); AID 2445;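 active = activation above that plate's cutoff, the mean activation of tested compounds plus 3 SD, cut at about 6.6% in these data, passing the limit was not always enough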;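 note: 100% uses oxytocin at 75 nM as the full agonist control; some results filed as inactive read as strong as hits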
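Assay system: CHO cell line stably expressing human OTR | Also added: Oxytocin at about EC15, sub-maximal agonist stimulus | Times: Compound 6 min at room temperature before oxytocin, 100 s read | Measured by: Fluo-8 intracellular calcium fluorescence, ex 470-495, em 515-575 nm | Controls: EC15 oxytocin alone as 0%, 75 nM oxytocin as 100%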
TAAR1 antagonist – human TAAR1 antagonism | CHO RD-HGA16 TAAR1, Fluo-8 calcium fluorescence, antagonist | inhibition, % at 3 µM | Q96RJ0 | actives 1.5% (n = 360,000) | AID 624466;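 active = inhibition above a per-plate cutoff, the mean inhibition of test compounds on that plate plus 3 SD, cut at about 49% in these data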;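 note: 0% = DMSO plus EC80 beta-PEA response and 100% = DMSO alone without agonist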
Target sequence (Q96RJ0 whole entry, looked up): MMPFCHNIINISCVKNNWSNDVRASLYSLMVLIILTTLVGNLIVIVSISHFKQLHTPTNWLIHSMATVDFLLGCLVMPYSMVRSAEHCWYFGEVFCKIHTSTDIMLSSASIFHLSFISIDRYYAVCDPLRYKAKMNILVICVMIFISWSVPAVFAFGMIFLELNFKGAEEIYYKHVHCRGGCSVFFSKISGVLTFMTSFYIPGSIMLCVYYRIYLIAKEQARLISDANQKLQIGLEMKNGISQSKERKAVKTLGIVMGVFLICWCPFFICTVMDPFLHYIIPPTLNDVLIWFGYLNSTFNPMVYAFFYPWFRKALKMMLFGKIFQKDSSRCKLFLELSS
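Assay system: RD-HGA16 CHO cells with stable hTAAR1 and Gα16 / Reagent: EC80 β-phenethylamine stimulus / Doses: 3 µM, single point / Timing: dye loading 75 min at 37 °C, then 30 min room temperature / Measured by: Fluo-8 intracellular calcium dye fluorescence, real-time kinetic reads / Controls: vehicle wells and EC80 agonist wells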
TAAR1 ag – human TAAR1 agonism; activation, % at 3 µM; CHO RD-HGA16 TAAR1, Fluo-8 calcium fluorescence; vehicle wells 0%, saturating PEA agonist 100%; actives 0.99% (n = 360,000); Q96RJ0; AID 624467;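 active = activation above the mean activation of all test compounds in the run plus 3 SD, cut at about 38% in these data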
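System: CHO-derived RD-HGA16 cells with stable Gα16 and human TAAR1. Times: 17-24 h plating, Fluo-8 75 min 37 °C, 30 min RT. Measured by: calcium-sensitive Fluo-8 signal, excitation 470-495, emission 515-575 nm. Read-out basis: % activation relative to PEA EC100 response. Control set: DMSO and PEA EC100. Repeats: no replicates (n 1).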
CHO-K1 Ca antag – M1 antagonist counterscreen hit in parental CHO-K1 cells | ATP-induced calcium, Fluo-8 fluorescence | inhibition, % at 3 µM | actives 0.6% (n = 360,000);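 active = inhibition above a per-plate cutoff, the plate's mean sample inhibition plus 3 SD, cut at about 24% in these data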;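 note: 0% = DMSO plus EC80 ATP and 100% = DMSO alone without ATP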
M1 ag – agonists of human M1 muscarinic receptor | P11229 | CHO-K1 hM1, Fluo-8 calcium fluorescence, agonist mode; 0% DMSO, 100% acetylcholine EC100 | activation, % at 3 µM | actives 0.33% (n = 360,000);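 active = activation above the run's mean compound activation plus 3 SD, cut at about 16% in these data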;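 note: peak over basal fluorescence ratio within a 140 s kinetic read after compound addition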
Target sequence (P11229 whole entry, looked up): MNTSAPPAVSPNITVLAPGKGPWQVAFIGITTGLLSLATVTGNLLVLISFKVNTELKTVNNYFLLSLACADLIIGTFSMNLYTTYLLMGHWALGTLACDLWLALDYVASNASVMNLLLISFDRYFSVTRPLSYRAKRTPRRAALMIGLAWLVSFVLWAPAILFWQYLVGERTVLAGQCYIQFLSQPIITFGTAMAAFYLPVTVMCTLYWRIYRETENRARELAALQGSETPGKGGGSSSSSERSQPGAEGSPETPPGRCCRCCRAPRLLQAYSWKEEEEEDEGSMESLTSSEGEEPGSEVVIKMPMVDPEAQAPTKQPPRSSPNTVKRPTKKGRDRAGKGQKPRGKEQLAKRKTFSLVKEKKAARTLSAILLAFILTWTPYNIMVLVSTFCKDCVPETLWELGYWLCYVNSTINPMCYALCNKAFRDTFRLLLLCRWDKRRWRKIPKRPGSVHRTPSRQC
M1 PAM parental – nonselective activator or artifact in parental CHO-K1 calcium assay. ATP EC20, Fluo-8 calcium fluorescence; 0% at ATP EC20, 100% at ATP max. activation, % at 3 µM. actives 0.02% (n = 360,000). AID 602247;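 active = activation above the run cutoff, the mean activation of all test compounds plus 3 SD, cut at about 40% in these data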;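 note: peak over basal fluorescence ratio in a 140 s read after ATP addition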
M1 antag – human CHRM1 antagonism; P11229; actives 1.3% (n = 360,000); CHO-K1 hM1, Fluo-8 calcium fluorescence, ACh EC80 antagonist; AID 588852; inhibition, % at 3 µM;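 active = percent inhibition above its own plate's cutoff, namely the mean of that plate's compound wells plus 3 SD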;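 note: peak over basal fluorescence ratio during 140 s after agonist addition; 0% = ACh EC80 plus DMSO and 100% = DMSO alone without agonist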
CHO parental Ca – counter-screen: ATP calcium response change in parental CHO cells; parental CHO-K1, ATP-induced calcium, Fluo-8 fluorescence; inhibition, % at 5.6 µM; actives 0.63% (n = 330,000); AID 463079;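 active = inhibition above that plate's mean sample inhibition plus 3 SD, cut at about 26% in these data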;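 note: 0% = ATP-challenged DMSO wells and 100% = DMSO wells without ATP; some compounds past the cut are filed as inactive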
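Assay system: untransfected parental CHO cell line. Also added: ATP agonist challenge. Dosing: one dose, 5.6 µM nominal. Measured by: Fluo-8 fluorescence. Read-out: % inhibition. Benchmarks: ATP wells versus no-ATP DMSO wells. Repeats: no replicates.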
CHO-K1 Ca ag – counter-screen for M1 agonists: effect in parental CHO-K1 cells; actives 0.48% (n = 360,000); AID 602248; activation, % at 3 µM; Fluo-8 calcium fluorescence; scaled to maximal ATP response, vehicle zero; in the data active = activation above about 15%;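 note: untransfected CHO-K1 host cells lacking M1 receptor as counterscreen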
* marks the source's active call; other numbers are inactive results; . = no result given.

Fields: CHO-K1 Ca ag	TAAR1 antagonist	TAAR1 ag	CHO parental Ca	M1 ag	CHO-K1 Ca antag	M1 PAM parental	M1 antag	OXTR potentiator
- COCCCn1cn[nH]c1=S
→ 1.4	10	8	-5	-3	-25	22	-13	2
- COc1cccc(NC(=O)CN(c2ccc3c(c2)OCO3)S(C)(=O)=O)c1
→ 0.1	8	2	-23	0	-13	14	1	2
- COc1cccc2cc(C(=O)N(C)C3CCN(C)CC3)c(=O)oc12
→ 0.1	-5	-3	-12	-3	-3	-5	10	0
- CC(C)(C)OC(=O)N1CCCN(C(=O)Nc2ccc(C(F)(F)F)cc2)CC1
→ 0.8	-2	-1	-21	-3	12	-18	-18	-8
- COc1ccc(N2C(=O)CCC(C(=O)Nc3cccc(C)n3)C2c2ccc(OC)c(OC)c2)cc1 (configuration not stated)
→ 0.5	-7	2	-12	-3	-3	13	-15	-8
- CCc1cccc(CC)c1NC(=S)NCCc1c(C)[nH]c2ccc(C)cc12
→ 0.2	-7	1	-24	3	-11	13	-13	-6
- Cn1c(=O)cc(OCCCC(=O)Nc2ccc3c(c2)OCCO3)c2ccccc21
→ 0.3	-10	3	-12	-7	-2	13	-4	0
- COCCCNC(=O)Cn1cc(/C=C(\C#N)C(=O)N2CCN(c3ccccc3)CC2)c2ccccc21
→ 1.4	14	9	-13	-4	-12	22	-14	-5
- O=C(O)c1cc(S(=O)(=O)NCCCN2CCCC2=O)ccc1Cl
→ 1.1	-16	1	-3	-1	-7	14	-13	8
- CCOc1ccc(CCNC(=O)CS(=O)Cc2nc(-c3ccc(OC)cc3)oc2C)cc1OCC (configuration not stated)
→ 1.2	-1	-1	-24	-4	-7	8	-10	0
- CCN(CC)S(=O)(=O)c1ccc(OC)nc1
→ 0.6	-7	6	-12	-5	-14	6	-2	-6
- Cc1cc(=O)oc2cc3c(cc12)OCCN3
→ -0.3	-12	2	-3	-4	-9	16	-26	2
- O=C(O)CCc1nnc(SCC(=O)Nc2ccc(Cl)c(C(F)(F)F)c2)[nH]c1=O
→ 0.2	6	5	-2	-5	16	-7	-3	-11
- Cc1ccc(S(=O)(=O)N2CCCCC2)cc1
→ 1.3	13	-2	-12	-3	-10	9	-23	1
- COc1ccc(NC(=S)N2CCN(C/C=C/c3ccccc3)CC2)cc1OC
→ 0.5	-6	5	-5	1	2	9	2	-8
- O=C1NC(=Nc2ccccc2)S/C1=C\c1cccn1-c1ccccc1
→ 1.9	73*	4	-2	-1	-3	-2	22	-12
- C[C@H](N)C(=O)N1CCC(C(=O)N[C@@H](Cc2ccccc2)C(=O)Nc2ccc(F)cc2)CC1
→ -0.5	4	1	0	4	-3	14	-17	1
- CNC(=O)n1ccc(C(=O)N2CCCCC2)n1
→ -0.1	-24	4	-5	-2	12	-7	7	-6
- Cc1cccc(C)c1NC(=O)CN1CCNCC1
→ 0.1	-11	15	2	-1	14	-5	6	-5
- O=C(NCCS(=O)(=O)N1CCN(c2ccc(F)cc2)CC1)c1ccc2c(c1)OCO2
→ 2.5	-5	3	-3	3	18	-25	-10	-3
- Cc1ccc(NC(=O)Nc2ccccc2C(N)=O)cc1
→ 0.2	6	0	-17	-2	5	-10	-5	-4
- Nc1nc(C(c2ccccc2)c2ccccc2)cs1
→ -1.1	-23	4	-8	-10	-3	-4	-1	-4
- Cc1cc(C)cc(NC(=O)C2CCN(S(C)(=O)=O)CC2)c1
→ 0.1	-13	-1	6	-1	-6	14	2	3
- COc1ccc(NC(=O)C(=O)NCCN2CCN(C(=O)C(c3ccccc3)c3ccccc3)CC2)cc1
→ 0.4	5	9	-14	-3	0	16	-11	-5
- COc1ccc(NC(=O)NCc2ccncc2)cc1
→ -0.2	-17	11	-8	-3	6	-6	0	-6
- COCCN(C(=O)CC1C(=O)NCCN1Cc1ccc(-c2ccccc2)cc1)C(C)C (configuration not stated)
→ 0.3	-26	0	-24	-1	-11	22	-20	0
- COc1ccc(CCNc2oc(COc3ccccc3Cl)nc2C#N)cc1OC
→ 5.9	64*	6	0	-2	0	12	15	-10
- COC(=O)C/C(C)=N/Nc1ccc(S(=O)(=O)N2CCCC2)cc1[N+](=O)[O-]
→ 0.9	-3	3	-7	-9	-2	9	-5	-10
- C=CCC[C@H](Cc1ccc(F)cc1)C(=O)OC[C@@H](NC(=O)[C@@H](CC=C)CC(=O)N[C@H](CO)Cc1ccccc1)C(C)(C)C
→ 0.5	37	18	5	-3	-16	16	-9	-9
- O=C(O)c1nc(NCCc2ccccc2)ncc1Cl
→ -0.6	-15	19	2	1	-6	-3	-14	2
- COc1ccc(CCN(Cc2cccs2)S(=O)(=O)c2ccc(S(=O)(=O)N3CCC(C)CC3)cc2)cc1OC
→ 0.7	-6	4	-2	-3	-9	19	5	-7
- COc1cc(-c2noc(C)c2/C=C/c2ccc(N)cc2)cc(OC)c1OC
→ 0.3	13	4	-16	-7	0	-10	14	6
- CC1CCCC(NC(=O)CCNC(=O)c2ccccc2Cl)C1C (configuration not stated)
→ -0.1	-16	4	-12	-2	7	-28	-15	0
- O=C(Nc1ccc(N2CCOCC2)cc1)c1ccc2ncsc2c1
→ -0.1	-13	4	-11	-4	6	-8	-13	4
- COc1ccc(CCNC(=O)c2cc(-c3cc(Cl)ccc3O)n[nH]2)cc1OC
→ 8.8	61*	14	-1	1	-9	9	4	-9
- CCN(Cc1ccncc1)Cc1nc(-c2ccc(C(=O)OC)cc2)no1
→ 4.9	6	7	-19	-5	-2	16	1	-23
- N/C(=N\OC(=O)c1csnn1)c1ccc(C(F)(F)F)cc1
→ 0.7	-33	11	3	-4	-13	17	-8	2
- C#CCNC(=O)C1=C[C@H](c2ccc(C(F)(F)F)cc2)C[C@H](OCc2ccc(CO)cc2)O1
→ 0.4	13	1	-11	-3	-17	21	-10	-2
- O=C(N1CCCCC1)N1CCN(c2ccc(Cl)cc2)CC1
→ 1.8	2	25	-19	3	1	6	-30	-14
- O=C1NC(=O)C2(CCC(C(=O)O)C2)N1 (configuration not stated)
→ 2.6	-23	8	-12	0	-1	10	-7	-10
- COc1ccc(OCCN2CCCC2)cc1Nc1nnc(Cl)c(Nc2ccccc2S(C)(=O)=O)n1
→ 0.0	.	.	.	-13	-6	5	5	.
- CCn1c(SCC(=O)N(C)c2c(N)n(Cc3ccccc3)c(=O)[nH]c2=O)nnc1-c1cccs1
→ 0.6	-18	2	.	-3	-11	21	-2	.
- COc1ccc(-c2cc(C(=O)N(C)Cc3ccccc3)c3ccccc3n2)cc1
→ 3.1	63*	4	-18	-4	3	4	41*	-4
- COc1ccc(-c2noc(N3CCC(C(=O)NCCCN4CCC(C)CC4)CC3)n2)cc1
→ 2.1	0	3	-8	-12	-22	17	32*	-5
- COc1cc2c(cc1OC)/C(=C/C(=O)c1ccc(C)cc1)NCC2
→ 0.5	17	-3	.	-4	-13	12	1	.
- O=C(c1ccco1)N1CCN(S(=O)(=O)c2cccs2)CC1
→ 0.2	-1	3	-6	-5	6	2	-3	-2
- CS(=O)(=O)N(CC(=O)N1CCCCCC1)c1ccc(Br)cc1
→ 0.5	14	-3	-7	-3	-12	15	-10	0
- Cc1ccc(CN2CCNC(=O)C2CC(=O)N2CCN(c3ncccn3)CC2)o1 (configuration not stated)
→ 0.2	-39	0	12	-3	-12	-7	-3	0
- COc1ccccc1Nc1nc(-c2ccccc2)nc2ccccc12
→ 1.3	-1	0	-29	-5	-1	17	-4	-7
- CCCc1cc(C(=O)N/N=C/c2ccc(CC)s2)c2ccccc2n1
→ 0.3	11	2	-33	-6	2	-1	-2	-17
- CC1=CC(C)(C)C(C(=O)O)C(C(=O)O)C1 (configuration not stated)
→ 0.2	6	11	4	-3	-6	13	-3	-13
- COc1ccc(CCNC(=O)CNC(=O)Cn2ccc3ccccc3c2=O)cc1OC
→ 0.2	-2	-1	-5	-3	-10	-1	2	-3
- Cc1cccc(OC(C)C(=O)Nc2ccc3c(c2)OCCO3)c1 (configuration not stated)
→ 1.1	-6	7	.	-4	-5	-5	-5	.
- CN(c1ccccc1)S(=O)(=O)c1nnc(NC(=O)COc2ccccc2F)s1
→ 1.1	-9	3	-6	0	-9	-4	3	-11
- COC(=O)C1=C(C)N(Cc2ccccc2)C(=NCc2ccc(OC)cc2)N[C@H]1c1ccccc1
→ 2.5	20	29	-3	-9	13	-17	12	-8
- Cc1nc(SC2CC(=O)N(c3ccccc3)C2=O)nc2c1CCCC2 (configuration not stated)
→ 1.7	20	5	-21	-6	-16	6	-3	-3
- Fc1ccc(CN2CCN(c3ncnc4scc(-c5ccccc5)c34)CC2)cc1
→ 4.2	41	8	-31	-4	-3	16	10	-5
- CCOC(=O)N1CCN(C(=O)COC(=O)c2cc(C)ccc2C)CC1
→ -0.5	-22	2	-14	-1	-3	-20	-4	7
- COc1cc(C(=O)ONC(=O)c2ccc(OC(F)F)cc2)cc(OC)c1OC
→ 0.9	-11	2	-1	-2	-9	-3	2	-6
- CC(=O)NCC1(c2ccccc2)CCN(CC2COc3ccccc3O2)CC1 (configuration not stated)
→ 1.8	-16	12	.	-11	-17	26	-4	.

The results go on:
Fields: CHO-K1 Ca ag	TAAR1 antagonist	TAAR1 ag	CHO parental Ca	M1 ag	CHO-K1 Ca antag	M1 PAM parental	M1 antag	OXTR potentiator
- O=C(C1COc2ccccc2O1)N1CCN(c2nc3ccccc3s2)CC1 (configuration not stated)
→ 6.0	24	8	-9	5	-1	-10	-5	-10
- COc1cccc(CNC(=O)[C@@H]2CCCN2C(=O)[C@@H]2CCCN2)c1
→ 0.0	13	1	.	.	-6	-5	.	.
- S=C(NCCc1ccccc1)Nc1ccc(Cl)cc1
→ 9.1	24	7	-1	-9	6	10	13	-10
- CCN1CN(Cc2ccccc2)CNC1=S
→ 0.7	2	2	-4	-5	-2	16	0	-6
- CC(C)Nc1nc(NC(C)C)nc(N(C)C(N)=O)n1
→ 0.0	-4	2	-5	-5	-4	4	-2	3
- CC(/C=N/NC(=O)c1nnn(-c2nonc2N)c1CN(C)C)=C\c1ccco1
→ 2.2	-34	0	-19	0	-5	-9	5	-4
- Cc1ccc(S(=O)(=O)N2CCN(C(=O)c3ccc4c(c3)OCO4)CC2)cc1
→ 1.4	-18	2	5	-4	7	6	9	-4
- COc1ccc(CCn2c(-n3nc(C)cc3C)nc3c2c(=O)[nH]c(=O)n3C)cc1
→ 0.3	-10	4	-8	-2	-1	11	-10	-5
- O=C(c1ccc([N+](=O)[O-])o1)N1CCN(c2nc3c(F)cc(F)cc3s2)CC1
→ 1.8	-6	3	-5	-4	24*	-10	5	-12

Bioassay records as filed in PubChem.
